Source: PubChem (several laboratories)
NTR1 agonist – agonists of NTR1, primary screen, imaging, U2OS cells, beta-arrestin-GFP, high content (AID 493036); P30989; NTR1-U2OS beta-arrestin-GFP spot imaging, agonist mode; activation, % at 20 µM; actives 0.17% (n = 330,000);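 active means activation at or above 40% of the spot to cytoplasm intensity ratio, with at least 20 cells analyzed; inconclusive means wells under 20 cells, flagged as cytotoxic or low count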;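 further: 0% = DMSO without peptide and 100% = 100 nM NTR1 peptide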
Target sequence (P30989 whole entry, looked up): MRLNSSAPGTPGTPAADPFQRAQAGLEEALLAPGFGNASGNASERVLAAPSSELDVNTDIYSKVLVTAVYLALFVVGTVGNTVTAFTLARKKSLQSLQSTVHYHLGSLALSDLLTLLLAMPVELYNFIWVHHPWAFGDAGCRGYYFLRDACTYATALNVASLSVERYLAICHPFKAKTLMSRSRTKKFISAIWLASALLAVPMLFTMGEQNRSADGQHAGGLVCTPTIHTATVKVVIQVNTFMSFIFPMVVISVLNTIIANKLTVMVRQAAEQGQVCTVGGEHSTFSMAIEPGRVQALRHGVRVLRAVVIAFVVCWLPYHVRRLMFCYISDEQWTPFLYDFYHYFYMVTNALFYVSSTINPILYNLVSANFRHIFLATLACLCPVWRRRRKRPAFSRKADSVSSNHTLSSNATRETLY
MgcRacGAP inhibition – MgcRacGAP GTPase-activating activity inhibitors, confirmation, biochemical, ADP Hunter fluorescence. MgcRacGAP-stimulated Rac1 GTP hydrolysis, ADP Hunter fluorescence; higher % means a stronger effect; GST-tagged Rac1 F28L mutant substrate. one-dose inhibition, % at 30 µM; IC50 in µM for titrated hits. actives 0.6% (n = 340,000). AID 624330;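 active means first-screen hits whose inhibition reached a set limit at any dose in the follow-up dose series; inconclusive means inhibition above the set first-screen limit but never retested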;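 further: fluorescence reports GDP produced by GAP-driven GTP hydrolysis; strong numbers were not always called active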
Dengue-2 NS5 capping – flavivirus cap methylation enzyme inhibition – biochemical, confirmation dose response, primary screen (AID 588689); actives 0.3% (n = 340,000); inhibition, % at 25 µM; hits with a dose series show IC50 in µM; Dengue-2 NS5 methyltransferase capping enzyme assay, biochemical; higher % means a stronger effect; in the data active means a potency from the dose series; inconclusive means inhibition above about 29% without an active follow-up result
RSV antiviral HEp-2 – inhibition of RSV-induced cytopathic effect – HEp-2 cells, primary 10 µM value included (AID 2391); CPE inhibition, % at 10 µM, or IC50 in µM where a hit was titrated; HEp-2 cells, RSV-induced CPE inhibition; higher % means a stronger effect; actives 0.13% (n = 310,000); in the data active means a potency from the dose series; inconclusive means CPE inhibition mostly from about 23% at the one dose, without a potency; inactive means the rest, 99 in 100 with CPE inhibition below about 21%; further: strong numbers were not always called active
K1F lysis inhibition – protection from phage-mediated lysis, alamar blue read-out – E. coli UTI89, K1F phage, bacterial capsule biogenesis inhibitors (AID 488966); E. coli UTI89 K1F phage lysis, alamar blue, 2 h; higher % means a stronger effect; inhibition, % at 100 µM; hits with a dose series show IC50 in µM; actives 0.02% (n = 340,000);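 active means phage lysis inhibition, versus mean bacterial control, above a set limit; inconclusive means no clear call, values can overlap the other calls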;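 further: capsule biogenesis inhibitors block K1F phage lysis so surviving cells raise fluorescence; higher fluorescence means more inhibition of phage lysis; actives were called in the ten point dose series up to 300 µM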
PhoP inhibition – inhibitors of PhoP regulon expression, primary screen, Salmonella Typhimurium, GFP reporter (AID 1863) | S. Typhimurium PhoP-regulated promoter GFP reporter, 4 h; higher % means a stronger effect | inhibition, % at 50 µM; hits with a dose series show IC50 in µM | actives 0.16% (n = 300,000);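 active means inhibition over 29.93%, a cutoff 3 SD above the screen mean, later confirmed by dose response; inconclusive means inhibition over 29.93% but no dose response follow-up; inactive means inhibition at most 29.93% or unconfirmed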;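 further: 0% = low Mg2+ inducing control and 100% = high Mg2+ repressing control; strong numbers were not always called active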
T cell HTS – T cell immune modulation candidate | 2C CD8+ T cell-vesicle binding, flow cytometry; hits give low values | calls only at 7 µM | actives 0.068% (n = 330,000) | AID 2052;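 active means response, share of CD8 T cells binding vesicles, and their 90th percentile fluorescence all below set limits, cut at about 80% in these data, passing the limit was not always enough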
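incubation = binding step 1.5 h, 37 °C, antibody labelling 20 min, ice | test system = 2C mouse CD8+ T cells | read-out basis = percent CD8+ FL2 mean versus row control | controls = Peptide-free naked vesicles (low) and QL9 vesicles with 0.7% DMSO vehicle (high) | detection = flow cytometry of vesicle-bound cells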
West Nile antiviral – inhibition of WNV-induced cytopathic effect – cell-based, CPE readout (AID 1621). West Nile virus-infected cells, CPE inhibition; higher % means a stronger effect. actives 0.02% (n = 290,000). CPE inhibition, % at 10 µM; hits with a dose series show IC50 in µM; in the data active means a potency from the dose series; inconclusive means CPE inhibition mostly from about 3.7% at the one dose, without a potency; inactive means the rest, 99 in 100 with CPE inhibition below about 2.2%; further: strong numbers were not always called active
Large T inhibition – TAg ATPase/helicase activity blockers – biochemical (AID 1903); SV40 large T antigen ATPase/helicase inhibition assay; higher % means a stronger effect; inhibition, % at 20 µM; hits with a dose series show IC50 in µM; actives 0.39% (n = 310,000); in the data active means a potency from the dose series; inconclusive means inhibition mostly from about 32% at the one dose, without a potency; inactive means the rest, 99 in 100 with inhibition below about 32%; further: strong numbers were not always called active
T cell HTS vesicle-bound % – further read-out of T cell HTS, marked with its call; double positive events, %; measured here: CD8+ vesicle-bound cell fraction;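 binding gate set so that unloaded-vesicle control wells show 10% double positive cells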
NTR1 agonist cell count 20 µM – also measured in NTR1 agonist; calls as there; cell count; measured here: cell count, cytotoxicity flag
Dengue-2 NS5 capping pilot replicate – further read-out of Dengue-2 NS5 capping, marked with its call; inhibition, %; measured here: pilot screen replicate inhibition
An asterisk follows results filed as active; i = inactive; ? = inconclusive; nt = no result given; [ ] = another dose, or the depositor's remark.

SMILES | NTR1 agonist | NTR1 agonist cell count 20 µM | MgcRacGAP inhibition | Dengue-2 NS5 capping | RSV antiviral HEp-2 | K1F lysis inhibition | PhoP inhibition | T cell HTS | T cell HTS vesicle-bound % | West Nile antiviral | Large T inhibition | others
O=C(NC(Cc1c[nH]c2ccccc12)C(=O)O)/C(=C/c1ccc2c(c1)OCO2)NC(=O)c1ccccc1 (stereo not given) | 0.0 | 99 | 11% | 0% | nt | -0.1% | 6% | nt | nt | -0.1% | 5%
CCn1ncc(C(=O)Nc2ccccc2C)c1C | 1.0 | 56 | 9% | -2% | 2.3% | 1.8%[50 µM] | -9% | i | 42 | 0.8% | 6%
C/C(=N\O)C(C)(C)Nc1ccc(F)cc1 | 0.8 | 34 | 4% | -4% | 1.1% | -1.6% | -2% | i | 47 | 0.7% | 4%
CC(=O)c1ccc(C#CC(C)(C)O)s1 | 0.0 | 44 | 1% | -3% | 0.5% | 0.3% | 2% | i | 42 | 0.6% | 3%
CN(C)/C(Cn1cncn1)=C1/N=C(c2ccccc2)OC1=O | 1.3 | 85 | 5% | -4% | 3.5% | 0.6% | -10% | i | 59 | -0.1% | -2%
CC1CCCN(Cc2csc(N)n2)C1 (stereo not given) | 1.1 | 57 | 5% | -9% | 2.7% | 0.2% | -11% | i | 44 | -0.1% | 2%
COCCN=C1Sc2nc3ccc(C)cc3cc2CN1Cc1cccs1 | 3.1 | 42 | 5% | -4% | -0.4% | -0.1% | -8% | i | 34 | -0.8% | 17%
Cc1ccc(-c2cc(C(=O)NCc3ccc4c(c3)OCO4)no2)cc1 | 0.1 | 51 | 9% | 1% | -1.4% | 3.9% | -7% | i | 35 | -0.4% | 6%
CCOP(=O)(OCC)C(Nc1ccc(C(=O)O)cc1)c1ccccc1 (stereo not given) | -1.1 | 67 | -8% | -2% | 0.8% | -0.3% | -1% | i | 28 | 0.5% | 3%
O=C(COc1ccc(Nc2ccccc2)cc1)OCC(=O)N1CCCCC1 | 1.4 | 63 | 98µM* | 1% | 0.2% | 0.1% | -1% | i | 16 | 0.2% | 26%
C=CCn1c(C)cc(C(=O)CSc2nc3ccccc3o2)c1C | 3.2 | 73 | 7% | -7% | 2.7% | 0.1% | -12% | i | 62 | -0.4% | 7%
C/C(=N/Nc1ccnc2cc(Cl)ccc12)c1ccc(O)cc1 | 13 | 86 | 19% | -11% | -0.1% | 3.5% | -1% | i | 36 | nt | 32%
COc1ccc(OCC(=O)N(Cc2ccc(C)o2)C2CCS(=O)(=O)C2)cc1 (stereo not given) | 2.0 | 68 | 14% | -2% | 1.5% | 0.2% | -10% | i | 13 | 1.0% | 8%
CC1CCCCC1NC(=S)Nc1ccc(Cl)cc1Cl (stereo not given) | 5.4 | 56 | 4% | -6% | 11% | -0.5% | 8% | i | 36 | -0.5% | 22%
Cc1[nH]c2ccccc2c1C(c1ccncc1)N1CCC(C)CC1 (stereo not given) | 8.0 | 64 | -4% | 6% | 2.2% | 0.3% | 2% | i | 58 | -0.8% | 6%
CC(=O)CSc1ncnc2sc3c(c12)CCCC3 | -1.3 | 28 | 0% | nt | 21% | 0.1% | 9% | i | 56 | -0.9% | 0%
Cc1cccc(NC(=O)C2CCN(S(=O)(=O)c3c(C)noc3/C=C/c3ccco3)CC2)n1 | 0.0 | 43 | 11% | -8% | 6.1% | 2.3% | 2% | i | 48 | -1.9% | 3%
CC(=O)c1ccc(NC(=O)CC2Nc3cccc4cccc(c34)NC2=O)cc1 (stereo not given) | 5.9 | 33 | 22% | 26% | 7.3% | -0.5% | -10% | i | 31 | 0.8% | 21%
CN1CCN(S(=O)(=O)c2cc(C(F)(F)F)ccc2Cl)CC1 | 0.3 | 50 | 13% | nt | -0.1% | 0.8% | 14% | i | 51 | 0.1% | 2%
Cc1ccc(C)c(NC2=CC(=O)CC(C)(C)C2)c1C#N | -0.5 | 64 | 0% | 0% | 0.7% | -0.2% | 2% | i | 36 | 0.0% | 10%
CCOC(=O)CN1C(=O)C(Sc2n[nH]c(-c3ccccc3)n2)CCc2ccccc21 (stereo not given) | 2.3 | 53 | 4% | -6% | 7.7% | -0.3% | 11% | i | 64 | -0.8% | 13%
COC(=O)[C@@]12CCCCN1[C@H](c1ccc(SC3CCCCC3)cc1)[C@H]1C(=O)N(C)C(=O)[C@H]12 | 0.4 | 74 | 6% | -14% | -0.5% | 1.6% | 4% | i | 17 | nt | 6%
Cc1c(NC(=O)Nc2ccc([N+](=O)[O-])cc2)c(=O)n(-c2ccccc2)n1C | -1.4 | 81 | 14% | -6% | 0.4% | 0.2% | -3% | i | 22 | 0.4% | 7%
CCCN(CC(=O)Nc1ccc(OC)c(OC)c1)CC(=O)Nc1ccc(F)c(F)c1F | 0.6 | 60 | -3% | -1% | -0.7% | 0.0% | 8% | i | 31 | -1.5% | 15%
Cc1ccc(C)c(S(=O)(=O)N2CCCC2CNC(=O)C(=O)NCc2ccccn2)c1 (stereo not given) | -1.2 | 62 | -3% | -9% | 2.0% | -0.5%[50 µM] | -1% | i | 47 | nt | 20%
Cc1ccc(N=C2NC(=O)/C(=C/c3cccn3C)S2)cc1 | 4.0 | 51 | 12% | -40% | nt | -0.9% | -8% | i | 52 | -0.1% | 22%
CN1C(=O)CC(N2CCN(c3ccc(Cl)c(Cl)c3)CC2)C1=O (stereo not given) | 2.1 | 79 | 5% | -3% | 2.0% | 0.7% | -7% | i | 32 | -1.2% | 6% | Dengue-2 NS5 capping pilot replicate=-2.1
CC(=O)Nc1ccc(NC(=O)COc2ncnc3ccccc23)cc1 | 0.0 | 44 | 13% | 4% | 4.6% | 0.1% | 4% | i | 29 | 0.3% | 8%
Nc1c(Cl)cc(NC(=O)c2ccccc2C(=O)O)cc1Br | 2.2 | 45 | 169µM* | 2% | 1.6% | 0.8%[50 µM] | 11% | i | 31 | 0.1% | 20%
Oc1ccc(N=Nc2n[nH]c(-c3ccccc3)n2)cc1 | 1.9 | 58 | 30% | 0% | 4.8% | 0.0% | 21% | i | 50 | -0.3% | ?
Cc1ccccc1Oc1ncnc2sccc12 | 3.4 | 40 | 10% | -1% | 0.7% | 0.4% | 6% | i | 14 | 0.1% | -2% | Dengue-2 NS5 capping pilot replicate=-5.4
Cc1cccc(C)c1NC(=O)N1CCN(C2CCCCC2)CC1 | 0.4 | 36 | 0% | -4% | 1.6% | 0.4% | 13% | i | 43 | 0.9% | 14%
Cc1cc(N(C)Cc2ccccc2)nc(-c2ccccc2)n1 | 1.7 | 90 | 3% | -6% | 1.3% | -0.2% | 12% | i | 21 | -0.5% | 0%
CC12CCC(C(=O)N(c3ccccn3)c3ccccn3)(OC1=O)C2(C)C (stereo not given) | -0.8 | 53 | 1% | -4% | 1.6% | 1.6% | 3% | i | 55 | 0.3% | 4%
Cc1cc(C)cc(NC(=O)CCc2nc3sc4c(c3c(=O)[nH]2)CCCC4)c1 | 8.0 | 55 | 6% | -2% | 4.1% | 0.9%[50 µM] | 3% | i | 57 | nt | 8%
CCOC(=O)c1cc(NC(=O)CNCC(c2ccccc2)N(C)C)cc(C(=O)OCC)c1 (stereo not given) | 2.5 | 75 | 16% | 1% | -3.4% | 0.0% | -2% | i | 45 | 0.7% | 1%
CCn1c(COc2ccccc2C)nnc1SCC(=O)N1CCC(C)CC1 | -1.8 | 55 | 6% | -6% | 1.7% | 1.9% | 27% | i | 10 | -0.6% | 4%
O=C(CSc1nc2ccccc2c(=O)[nH]1)Nc1ccc([N+](=O)[O-])cc1 | 1.9 | 68 | 7% | -2% | nt | 0.3% | nt | i | 53 | nt | nt
COc1ncc(-c2ccc3c(c2)S(=O)(=O)c2cccc(C(=O)NCc4ccco4)c2C3=O)cn1 | 5.3 | 60 | 9% | -3% | 0.8% | -0.1% | nt | i | 35 | nt | nt
Cc1cc([N+](=O)[O-])ccc1NCc1ccco1 | 0.1 | 25 | 7% | -5% | 2.6% | 0.5% | nt | i | 2 | -1.1% | nt
Cc1cc(=O)c2ccc3ccccc3c2[nH]1 | -0.6 | 81 | 6% | -5% | 1.3% | -0.8% | 24% | i | 6 | nt | 4%
COc1ccccc1C1=NC(c2ccccc2)CN1c1ccccc1 (stereo not given) | 3.2 | 105 | 8% | -4% | ? | 0.3% | -8% | i | 26 | -0.9% | 9%
COCCCNS(=O)(=O)c1ccc2[nH]c3c(c2c1)CCCCC3 | 1.8 | 61 | nt | 4% | 8.4% | -0.2% | 2% | i | 46 | -2.0% | 7%
Cc1cc(C(=O)OCC(=O)NC(C)c2ccccc2)c(C)o1 (stereo not given) | 1.3 | 44 | 7% | -3% | -0.1% | 0.3% | 3% | i | 41 | 0.0% | 5%
O=C(Nc1cccnc1)c1ccc(F)cc1 | -2.6 | 70 | 6% | -2% | -1.1% | 0.2% | 2% | i | 30 | 0.2% | 2%
Cc1onc(-c2ccccc2)c1C(=O)Nc1nnc(-c2ccncc2)s1 | 0.7 | 49 | -1% | -6% | -2.2% | 0.0% | -1% | nt | nt | 0.0% | 5%
COc1ccccc1N1CCN(CCN2C(=O)CC3(CCCC3)CC2=O)CC1 | -0.3 | 53 | 0% | -3% | -0.7% | 3.7% | -4% | i | 33 | 0.0% | 4%
CC(=O)n1cc(/C=N/NC(=O)c2ccc([N+](=O)[O-])cc2)c2ccccc21 | 0.7 | 44 | 7% | -1% | 3.0% | 0.2% | 8% | i | 51 | -0.4% | 22%
COc1ccccc1NC(=O)CSc1nnc(CNC(=O)c2ccco2)n1C | -1.4 | 52 | 8% | -6% | 0.3% | 0.3% | 11% | i | 24 | -0.1% | 9%
C=CCNC(=O)NC(=O)CSc1nc2cc([N+](=O)[O-])ccc2n1-c1cccc(C(F)(F)F)c1 | 2.0 | 105 | 11% | -9% | 3.7% | 0.1% | 0% | i | 44 | -0.8% | -10%
